Screening data from PubChem BioAssay.
MrgX1 agonist: activates human MrgX1 receptor signaling; hit rate 0.44% among 310,000; B-score at 10 µM; MrgX1-HEK293 cells, Fluo-4 calcium fluorescence, agonist mode; stronger effect = higher value;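 active = calcium response B-score plate-corrected fluorescence ratio at least 3 library SD, with starting fluorescence B-score inside 5 SD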
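Test system: HEK293 cells stably expressing human MrgX1 receptor; Input: fifteen thousand cells per well; Dosing: compound delivered in addition one of three; Schedule: overnight seeding, then 1 h dark dye loading; Technique: Fluo-4 NW calcium fluorescence; Measure: B-scored fluorescence response ratio; Controls: positive and negative controls per plate.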
TRPC6 inh: mouse TRPC6 channel inhibition | Q61143 | HEK293-TRPC6, membrane potential dye, ACh-evoked depolarization; stronger effect = lower value | B-score at 10 µM | hit rate 1.1% among 310,000 | AID 2553;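 active = B-score under library mean minus 3 SD, initial fluorescence not abnormally high, positive integrated signal ratio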;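 note: B-score derived from integrated fluorescence ratio over the kinetic read; more negative B-score means stronger inhibition of depolarization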
MrgX1 PAM: allosterically activates human MrgX1 receptor signaling. MrgX1-HEK293, Fluo-4 calcium flux, FDSS; stronger effect = higher value. B-score at 10 µM. hit rate 0.63% among 310,000. Q96LB2. AID 588675;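 active = plate-corrected calcium response at least 3 library SD above typical, normal starting fluorescence, not activating the receptor alone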;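 note: compound read alongside a low EC10 to EC30 dose of BAM8-22 agonist; peak minus trough fluorescence over baseline measured at the second addition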
TRPC6 act: activators of mouse TRPC6 channel | Q61143 | HEK293-TRPC6 membrane potential dye fluorescence; stronger effect = higher value | B-score at 10 µM | hit rate 0.13% among 310,000;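 active = B-score of the integrated fluorescence ratio above library mean plus 3 SD, and starting fluorescence ratio within library mean plus 5 SD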;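 note: higher score means more depolarization so channel activation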
TRPC4 agonist: opens the mouse TRPC4 cation channel; Q9QUQ5; HEK293 TRPC4beta/mu-opioid, Fluo4 calcium fluorescence; stronger effect = higher value; B-score at 10 µM; hit rate 0.49% among 310,000;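 active = B-score above 5 SD of library B-scores, and initial fluorescence ratio not above library mean plus 5 SD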;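 note: positive B-score marks a calcium rise read as TRPC4 activation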
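Material: TRPC4beta and mu-opioid receptor HEK293 stable cells | Incubation: 45 min room-temperature Fluo4 loading, 110 s read | Detection: Kinetic Fluo4 calcium fluorescence | Measure: Integrated baseline-normalised fluorescence ratio, converted to per-well B score | Benchmarks: Low control buffer alone, high control maximal DAMGO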
ANO1 activ: activators or potentiators of mouse TMEM16A chloride channel | Q8BHY3 | HEK293 TMEM16A/YFP-H148Q/I152L, iodide quench fluorescence; stronger effect = lower value | B-score at 10 µM | hit rate 0.3% among 340,000;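 active = fluorescence-ratio B-score plate-corrected deviation score at least 3 library SD below zero, with starting fluorescence score within 5 deviations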;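 note: channel opened by trigger with iodide after compound preincubation; score built on the fluorescence ratio of max minus min over baseline; more negative score means more quench and so TMEM16A activation or potentiation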
Target sequence (Q8BHY3 whole entry, looked up): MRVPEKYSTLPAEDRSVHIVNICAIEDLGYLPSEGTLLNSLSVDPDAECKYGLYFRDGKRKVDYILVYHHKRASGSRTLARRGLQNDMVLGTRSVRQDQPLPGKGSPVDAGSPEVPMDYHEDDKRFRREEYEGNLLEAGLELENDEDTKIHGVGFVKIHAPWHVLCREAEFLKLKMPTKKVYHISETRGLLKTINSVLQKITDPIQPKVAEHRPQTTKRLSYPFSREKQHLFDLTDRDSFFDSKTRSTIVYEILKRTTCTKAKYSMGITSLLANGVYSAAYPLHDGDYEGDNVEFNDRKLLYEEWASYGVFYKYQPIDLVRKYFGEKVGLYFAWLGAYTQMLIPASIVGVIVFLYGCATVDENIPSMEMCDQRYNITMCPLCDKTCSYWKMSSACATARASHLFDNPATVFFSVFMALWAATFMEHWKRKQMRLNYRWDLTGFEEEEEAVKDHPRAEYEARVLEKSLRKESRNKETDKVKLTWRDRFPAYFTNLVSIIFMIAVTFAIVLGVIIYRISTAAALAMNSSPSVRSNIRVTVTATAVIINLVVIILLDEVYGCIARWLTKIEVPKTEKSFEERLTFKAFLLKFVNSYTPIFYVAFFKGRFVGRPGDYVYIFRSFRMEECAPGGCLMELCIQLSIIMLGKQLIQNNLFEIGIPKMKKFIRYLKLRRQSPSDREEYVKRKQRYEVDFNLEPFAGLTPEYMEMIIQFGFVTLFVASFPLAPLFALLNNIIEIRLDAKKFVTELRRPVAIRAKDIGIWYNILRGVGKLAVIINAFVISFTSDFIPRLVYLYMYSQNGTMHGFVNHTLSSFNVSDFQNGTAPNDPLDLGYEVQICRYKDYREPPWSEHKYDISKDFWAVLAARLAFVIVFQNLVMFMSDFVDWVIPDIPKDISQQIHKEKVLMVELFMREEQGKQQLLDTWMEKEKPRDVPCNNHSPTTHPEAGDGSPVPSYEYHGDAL
ANO1 block: inhibitors of mouse TMEM16A calcium-activated chloride channel | HEK293 TMEM16A/YFP iodide influx fluorescence, ionomycin | hit rate 1.2% among 310,000 | AID 588511 | normalized B-score (activity score, 25-100; higher = stronger inhibition) at 10 µM;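 active = ratio plate-corrected score three or more library SD toward inhibition, starting fluorescence score within five deviations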;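 note: score derived from kinetic fluorescence span divided by baseline fluorescence per well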
TRPC4 PAM: TRPC4 (mouse) allosteric potentiation; Q9QUQ5; HEK293 TRPC4beta/mu-opioid, DAMGO EC20, Fluo-4 Ca2+ flux; stronger effect = higher value; B-score at 10 µM; hit rate 0.42% among 310,000; AID 2227;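 active = B-score of calcium response area above 5 SD of library B-scores, with initial fluorescence ratio within 5 SD of library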;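 note: B-score of integrated fluorescence ratio over time as area under calcium response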
MrgX1 antag: human MrgX1 receptor antagonism, primary screen; Q96LB2; MRGX1-HEK293 calcium flux, Fluo-4, BAM8-22 antagonism; stronger effect = lower value; B-score at 10 µM; hit rate 1.3% among 310,000;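 active = calcium-response B-score plate-corrected more than 3 library SD below zero, starting fluorescence within 5 deviations, no agonist response on first addition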;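 note: peak minus trough fluorescence over baseline after final BAM8-22 challenge near maximal dose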
TRPC4 block: TRPC4 (mouse) channel inhibition. Q9QUQ5. HEK293 TRPC4beta/mu-opioid, DAMGO-evoked Fluo4 calcium flux; stronger effect = lower value. B-score at 10 µM. hit rate 0.39% among 300,000;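 active = B-score over 3 SD under the library average, no early fluorescence shift, positive overall ratio signal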
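material = TRPC4beta/mu-opioid receptor HEK293 cell line | probe or stimulus = sequential submaximal and maximal DAMGO stimulation | compound dosing = one concentration per compound | measured by = Fluo4 Ca2+ flux fluorescence | evaluation = integrated fluorescence ratio relative to baseline, converted to per-well B score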
SKKanGAS inh: inhibitors of SKKanGAS S. pyogenes growth in kanamycin (SK-promoter or general growth effect) | BacTiter-Glo, 6 h | inhibition, % at 7.5 µM | hit rate 1.3% among 300,000;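 active = mean replicate score, as percent of positive control median, at least 50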;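 note: strain carries kanamycin resistance gene driven by streptokinase promoter and grows in 40 µg/ml kanamycin; loss of luminescence reflects streptokinase promoter inhibition or plain growth inhibition; 0% = median of DMSO wells and 100% = positive control at its reference dose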
An asterisk follows results filed as active; i = inactive; / = no result given. An unsorted share of the library; any-hit rate near 6.7%.

SMILES	MrgX1 agonist	TRPC6 inh	MrgX1 PAM	TRPC6 act	TRPC4 agonist	ANO1 activ	ANO1 block	TRPC4 PAM	MrgX1 antag	TRPC4 block	SKKanGAS inh
O=C(c1cc(-c2ccccc2)n[nH]1)N1CCc2c([nH]c3ccccc23)C1c1ccccn1 (configuration not stated)	i	i	i	i	i	i	i	i	i	i	74.8*
C/C(=N/NC(=O)CNS(=O)(=O)c1ccccc1)c1ccc(Br)cc1	i	i	i	i	i	i	i	i	i	i	-2.6
Cc1nn2c3c(cnc2c1-c1ccccc1)C(=O)CCC3	i	i	i	i	i	i	i	i	i	i	-1.9
CCOc1ccc2nc(N3CCCC(C(=O)NCCCN4C(C)CCCC4C)C3)sc2c1 (configuration not stated)	i	i	i	i	i	i	i	i	i	i	0.5
CC(C)(C)OCC(O)CN1CCN(C(=O)c2ccccc2)CC1 (configuration not stated)	i	i	i	i	i	i	i	i	i	i	5.2
Cc1cc(=O)[nH]c2ccc(Cl)cc12	i	i	i	i	i	i	i	i	i	i	0.4
COCCn1c(SCC(=O)N2CCCCC2)nc2cccnc21	i	i	i	i	i	i	i	i	i	i	4.5
N=c1c(S(=O)(=O)c2ccc(Cl)cc2)cc2c(=O)n3ccccc3nc2n1CCN1CCOCC1	i	i	i	i	i	i	i	i	i	i	-0.1
CCOCCCN1CC(C(=O)NCc2ccc3c(c2)OCO3)CC1=O (configuration not stated)	i	i	i	i	i	i	i	i	i	i	0.4
COc1ccc(Nc2ccc([N+](=O)[O-])cn2)cn1	i	i	i	i	i	i	i	i	i	i	-1.7
Cc1ccsc1/C=N/n1c(=S)[nH]nc(C)c1=O	i	i	i	i	i	i	i	i	i	i	0.9
O=C(O)c1cccc(C(=O)O)n1	/	i	/	i	i	/	/	i	/	i	1.2
CC(C)Oc1ccc(S(=O)(=O)N2CCCCC2)cc1NC(=O)C1CSC2(C)CCC(=O)N12 (configuration not stated)	i	i	i	i	i	i	i	i	i	i	-2.9
NC(=S)N/N=C/c1coc2ccc(O)cc2c1=O	i	i	i	i	i	i	i	i	i	i	2.3
CCCc1c(C(=O)Nc2ccc(F)cc2C)cnn1-c1ccccc1	i	i	i	i	i	i	i	i	i	i	-1.9
O=C(CSCc1ccccc1)N=Nc1c(O)[nH]c2ccccc12	i	i	i	i	i	i	i	i	i	i	-1.0
FC(F)(F)c1cc(N2CCN(Cc3ccccc3)CC2)c2ccccc2n1	i	i	i	i	i	i	i	i	i	i	50.0*
O=C(CCS(=O)(=O)c1cc2c(cc1Cl)NC(=O)CO2)NCc1ccc(F)cc1	i	i	i	i	i	i	i	i	i	i	-5.4
Cc1cc(C(=O)N/N=C/c2ccc(C)o2)c2ccccc2n1	i	i	i	i	i	i	i	i	i	i	-2.0
CN1C(=O)N(C)C2CC1N(C)C(=O)N2C	i	i	i	i	i	i	i	i	i	i	-1.9
CC(C)(C)NC(=O)CSc1nnc(-c2ccncc2)o1	i	i	i	i	i	i	i	i	i	i	5.5
COc1ccc(NC(=O)CSc2nnc(CC(=O)Nc3ccc(F)cc3)n2C)cc1	i	i	i	i	i	i	i	i	i	i	-2.9
Cc1nnc(NCCO)c2ccccc12	i	i	i	i	i	i	i	i	i	i	-1.9
CCCCNC(=S)N1CCN(c2ccccc2Cl)CC1	i	i	i	i	i	i	i	i	i	i	8.6
CCCC/C(O)=C1\C(=O)CCCC1=NCCc1c(C)[nH]c2ccc(OC)cc12	i	i	i	i	i	i	i	i	i	i	5.4

More entries follow.
SMILES	MrgX1 agonist	TRPC6 inh	MrgX1 PAM	TRPC6 act	TRPC4 agonist	ANO1 activ	ANO1 block	TRPC4 PAM	MrgX1 antag	TRPC4 block	SKKanGAS inh
O=C(CN1CCS(=O)(=O)CC1)N/N=C/c1cccc(C(F)(F)F)c1	i	-5.35*	i	i	i	i	i	i	i	i	-5.5
CCc1ccccc1N(CC)C(=O)CCc1nc(-c2ccc(C)cc2)no1	i	i	i	i	i	i	100*	i	i	i	-8.7
CCOC(=O)c1c(C)nc2c(c1C)c(=O)oc1ccccc12	i	i	i	i	i	i	i	i	i	i	12.8
CCCN(CCC)CCCNC(=O)CC(C(=O)N1CCc2ccccc21)n1ccnc1 (configuration not stated)	i	i	i	i	i	i	25*	i	i	i	-3.6
O=C(NC1CCCCCCC1)c1cc(-c2ccccn2)nc2ccccc12	i	i	i	i	i	i	i	i	i	i	-5.2
COC(=O)c1ccc(CSc2nc3ccccc3c(=O)n2N)cc1	i	i	i	i	i	i	i	i	i	i	-3.1
O=C(NCc1ccncc1)c1c(F)c(F)c(F)c(F)c1F	i	i	i	i	i	i	i	i	i	i	2.3
CCN1CCN(c2ccc(S(=O)(=O)N3CCCCC3)cc2NC(=O)c2ccc([N+](=O)[O-])o2)CC1	i	-7.5*	i	i	i	i	i	i	i	i	-6.7
COc1cccc(CNC(=O)c2ccc(C)c(S(=O)(=O)N3CCCCC3)c2)c1	i	i	i	i	i	i	i	i	i	i	-5.2
Cc1ccc(S(=O)(=O)NC(CC(=O)n2nc(C)cc2C)c2ccccc2)cc1 (configuration not stated)	i	i	i	i	i	i	i	i	i	i	3.7
O=C(/C=C/c1ccc([N+](=O)[O-])cc1)c1cccnc1	i	i	i	i	i	i	i	i	i	i	5.2
O=C(CSCc1ccccc1)NCCc1ccc(F)cc1	i	i	i	i	i	i	i	i	i	i	13.6
COc1ccc(C2CC(C(F)(F)F)n3nc(C(=O)NCc4c(C)nn(C)c4C)c(Cl)c3N2)cc1 (configuration not stated)	i	i	i	i	i	i	i	i	i	i	4.4
Cc1csc(C(C)N(C)C(=O)c2ccc(OC3CCN(Cc4ccccn4)CC3)cc2)n1 (configuration not stated)	i	i	i	i	i	i	i	i	i	i	3.2
Cc1nnsc1C(=O)Nc1ccc(S(=O)(=O)N2CCCC(C)C2)cc1 (configuration not stated)	i	i	i	i	i	i	i	i	i	i	3.7
Cc1cc(N2CCN(c3ccc(C(F)(F)F)cc3[N+](=O)[O-])CC2)c2ccccc2n1	i	-6.33*	i	i	i	i	i	i	i	i	14.2
CC1CCN(S(=O)(=O)c2ccc3c(c2)N(CC(=O)NCCCN2CCCC(C)C2)C(=O)CO3)CC1 (configuration not stated)	i	i	i	i	i	i	i	i	i	i	-0.7
CC(=O)Nc1cccc(NC(=O)CCNC(=O)c2ccccc2)c1	i	i	i	i	i	i	i	i	i	i	2.7
Cc1ccc(-c2nn(CC(=O)N(C)C)c(=O)c3ccccc23)cc1S(=O)(=O)N(C)C	i	i	i	i	i	i	i	i	i	i	0.4
Cc1ccc2oc(C(=O)NCC(c3ccco3)N(C)C)c(C)c2c1 (configuration not stated)	i	i	i	i	i	i	i	i	i	-6*	-0.8
O=C(C1CCCCC1)N1CCC(O)(c2ccc(Cl)cc2)CC1	i	i	i	i	i	i	i	i	i	i	2.6
CC(C1CC1)N(Cc1ccccc1)C(=S)Nc1ccccc1 (configuration not stated)	i	i	i	i	i	i	i	i	i	i	-11.0
Cc1nnc(NC(=O)C2CCN(C(=O)c3ccco3)CC2)s1	i	i	i	i	i	i	i	i	i	i	-10.0
COc1cccc(C2=NCCc3cc4c(cc32)OCO4)c1OC	i	i	i	i	i	i	i	i	i	i	13.6
COC(=O)c1ccc(N/C=C/C(=O)c2ccccc2)cc1	i	i	i	i	i	i	i	i	i	i	9.6

Going on with the list:
SMILES	MrgX1 agonist	TRPC6 inh	MrgX1 PAM	TRPC6 act	TRPC4 agonist	ANO1 activ	ANO1 block	TRPC4 PAM	MrgX1 antag	TRPC4 block	SKKanGAS inh
CCN(CC)CCN=CC1=C(O)CNC1=O	i	i	i	i	i	i	i	i	i	i	-6.4
CNC(=O)c1cccc2cccc(Sc3ccccc3C(=O)O)c12	i	i	i	i	i	i	i	i	i	i	3.1
COC(=O)c1ccc(CSc2nnc3c(Cl)cc(Cl)cn23)o1	i	i	i	i	i	i	i	i	i	i	-1.1
CCNC(=O)/C(=C\c1ccccc1)NC(=O)/C=C/c1ccccc1	i	i	i	i	i	i	i	i	i	i	-2.0
COC(=O)c1sc(S(=O)(=O)NCc2ccccc2)c(C(=O)OC)c1C	i	i	i	i	i	i	i	i	i	i	-2.7
CCOc1ccc(/C(O)=C2/C(=O)C(=O)N(Cc3cccnc3)C2c2ccc(N(C)C)cc2)c(C)c1 (configuration not stated)	i	-6.27*	i	i	i	i	i	i	i	i	1.3
CC(=O)NC(CCS(C)(=O)=O)C(=O)Nc1ccccc1Cl (configuration not stated)	i	i	i	i	i	i	i	i	i	i	2.0
COc1cc(NS(=O)(=O)c2ccc(Cl)cc2)c(C(=O)O)cc1OC	i	i	i	i	i	i	i	i	i	i	-2.2
CCOC(=O)C1CCN(c2c(-c3ccccc3)c3cc(Cl)ccc3[nH]c2=O)CC1	i	i	i	i	i	i	i	i	i	i	3.7
O=C(C[n+]1cccc(/C=N/O)c1)N1CCCc2ccccc21	i	i	i	i	i	i	i	i	i	i	4.6
COc1ccccc1CC(NC(C)=O)C(=O)NC1CCN(C(=O)c2ccc(C)cc2)CC1 (configuration not stated)	i	i	i	i	i	i	i	i	i	i	6.9
c1ccc(C2C/C(=N\N3CCOCC3)c3ccccc3O2)cc1 (configuration not stated)	i	i	i	i	i	i	i	i	i	i	6.4
COc1ccc(OC)c(N2CC(O)(c3cccs3)[N+]3=C2SCCC3)c1 (configuration not stated)	i	i	i	i	i	i	i	i	i	i	-3.5
Cc1ccc(CNS(=O)(=O)c2ccc(-c3cnc(C4CC4)o3)cc2)cc1	i	i	i	i	i	i	i	i	i	i	-15.6
O=C(CNC(c1ccccc1)c1ccccc1)Nc1cc([N+](=O)[O-])ccc1Cl	i	i	i	i	i	i	i	i	i	i	1.3
CCOC(=O)N1CCN(C(=O)c2ccc(OC)cc2)CC1	i	i	i	i	i	i	i	i	i	i	2.2
O=C(CCN1CCN(C/C=C/c2ccccc2)CC1)Nc1ccccc1	i	i	i	i	i	i	i	i	i	i	7.7
Cc1cc(C)c(S(=O)(=O)Nc2cccc(C(=O)O)c2)cc1S(=O)(=O)Nc1cccc(C(=O)O)c1	i	i	i	i	i	i	i	i	i	i	-2.8
O=C(CCS(=O)(=O)c1cccs1)N1CCCC1	i	i	i	i	i	i	i	i	i	i	-4.7
